IDE inh = inhibits human insulin-degrading enzyme in HEK cells; 0.41% of 320,000 active; FAbetaB cleavage, fluorescence polarization; inhibition, % at 5.59 µM; AID 434962; P14735;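 active = percent inhibition above the average of all tested compounds plus 3 SD, set per screening campaign, cut at about 16% in these data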;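 also: IDE supplied by intact live HEK cells; FP after avidin binding of uncleaved biotin substrate so inhibition keeps polarization high; 0% = DMSO wells and 100% = 60 µM reference IDE inhibitor Ii1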
MEKK3 PB1 HTS = modulators (inhibitors or enhancers) of MEK5 binding to human MEKK3 PB1 domain; AID 1529; bead-based flow cytometry, Alexa488-MEK5 binding to MEKK3; actives lie on both sides; 0 = blocked by unlabeled MEK5, 100 = vehicle; binding response (% of control), % at 10 µM; 1.4% of 290,000 active;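 active = binding response more than 3 SD above or below the average of its plate-row segment, actives on both sides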;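 also: Alexa488 bead fluorescence after subtracting the streptavidin-only scavenger bead signal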
Target sequence (Q99759 whole entry, looked up, the tested form may be a part): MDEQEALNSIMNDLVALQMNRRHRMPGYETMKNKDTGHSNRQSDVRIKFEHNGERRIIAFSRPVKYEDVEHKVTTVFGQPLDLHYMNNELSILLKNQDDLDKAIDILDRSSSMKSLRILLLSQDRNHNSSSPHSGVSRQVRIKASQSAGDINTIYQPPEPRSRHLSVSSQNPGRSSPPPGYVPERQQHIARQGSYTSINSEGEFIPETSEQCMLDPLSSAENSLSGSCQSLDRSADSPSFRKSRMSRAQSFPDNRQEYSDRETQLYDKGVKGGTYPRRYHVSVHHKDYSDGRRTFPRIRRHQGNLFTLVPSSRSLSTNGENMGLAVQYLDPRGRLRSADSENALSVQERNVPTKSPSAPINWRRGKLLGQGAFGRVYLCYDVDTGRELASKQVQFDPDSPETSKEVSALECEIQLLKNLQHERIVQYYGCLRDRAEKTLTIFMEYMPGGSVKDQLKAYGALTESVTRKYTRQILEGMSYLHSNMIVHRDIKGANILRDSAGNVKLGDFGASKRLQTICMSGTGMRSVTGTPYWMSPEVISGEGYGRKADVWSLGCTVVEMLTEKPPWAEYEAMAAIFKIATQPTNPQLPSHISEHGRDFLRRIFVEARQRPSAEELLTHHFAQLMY
GalR3 antagonist = blocks the human galanin receptor 3. inhibition, % at 3 µM. 0.44% of 360,000 active. HEK293 GalR3-CNG cAMP membrane potential fluorescence; galR3 body fused to GalR1 C-terminus. O60755. AID 651719;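 active = inhibition above the screen-wide average plus 3 SD, cut at about 13% in these data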;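 also: forskolin and galanin both at EC90 stimulate the cells; cAMP rise reported by CNG channel membrane potential dye signal; 0% = forskolin plus galanin with DMSO and 100% = forskolin alone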
p-CIP stab down = compounds decreasing mouse p/CIP protein stability | Q05BA5 | F442A p/CIP-EGFP cells, EGFP fluorescence, 16 h | decrease of EGFP signal, % at 10 µM | 0.01% of 290,000 active | AID 1984;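 active = EGFP signal decrease of at least 30% at 10 µM or well 3 SD below plate mean, unless failing retest; inactive = the rest, including hits failing retest or dose response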; also: some compounds called inactive have numbers as strong as hits; many of its hits are not listed in these tables
M4 PAM = CHRM4 positive allosteric modulation; 0.4% of 360,000 active; CHO-K1 hM4/Gqi5, Fluo-8 calcium fluorescence, ACh EC20; 0% = ACh EC20, 100% = maximal ACh; activation, % at 3 µM; P08173;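 active = activation above its plate's cutoff, the mean activation of sample wells plus 3 SD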; also: some results filed as inactive read as strong as hits
Target sequence (P08173 whole entry, looked up): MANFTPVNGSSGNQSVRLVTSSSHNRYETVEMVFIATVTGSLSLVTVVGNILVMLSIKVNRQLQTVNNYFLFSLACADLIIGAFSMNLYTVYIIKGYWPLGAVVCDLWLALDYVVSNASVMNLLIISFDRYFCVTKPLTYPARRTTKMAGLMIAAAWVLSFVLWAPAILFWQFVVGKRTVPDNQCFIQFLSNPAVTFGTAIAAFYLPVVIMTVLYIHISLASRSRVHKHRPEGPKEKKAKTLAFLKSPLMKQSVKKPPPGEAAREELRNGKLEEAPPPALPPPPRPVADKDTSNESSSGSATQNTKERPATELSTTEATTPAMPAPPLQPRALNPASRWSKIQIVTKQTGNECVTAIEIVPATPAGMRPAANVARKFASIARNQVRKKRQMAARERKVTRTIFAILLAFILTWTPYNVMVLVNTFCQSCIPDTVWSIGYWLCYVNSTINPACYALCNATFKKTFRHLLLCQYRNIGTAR
CRFR2-BP ag = agonists of human CRF-binding protein/CRF-R2 receptor complex; HEK293 CRF-R2/CRF-BP, calcium dye fluorescence (FLIPR); percent of saturating CRF peptide response; activation, % at 13.2 µM; 0.46% of 350,000 active;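 active = activation of at least 50%, plus an integration ratio under a set limit after plate pattern correction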;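 also: plate controls were neutral control wells without compound for no effect and CRF at EC100 for full effect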
IDE act = boosts human insulin-degrading enzyme activity in HEK cells. FAbeta-B cleavage, fluorescence polarization; 0% vehicle, 100% cell-free pure enzyme wells. activation, % at 5.96 µM. P14735. AID 493087. 0.073% of 340,000 active;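 active = activation above the mean of all tested compounds plus 3 SD, set per screening campaign, cut at about 17% in these data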
PHOSPHO1 inh = blocks human PHOSPHO1 phosphatase activity. Q8TCT1. recombinant PHOSPHO1, absorbance phosphatase assay. inhibition, % at 13.3 µM. 1.1% of 290,000 active; in the data active = inhibition above about 60%
CRFBP-R2 block = CRF-BP/CRF-R2 complex antagonism; HEK293 CRF-R2/CRF-BP, CRF-induced calcium fluorescence; inhibition, % at 11.8 µM; 0.59% of 350,000 active; AID 588475;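 active = inhibition of the ligand-induced calcium signal above about 50% at the single tested concentration, limit read from the data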
* marks the source's active call; other numbers are inactive results. Not a hit list; about 4.2% have a hit in one of these screens.

CCC/C(O)=C1\C(=O)CC(c2ccccc2)CC1=NC(C)C(=O)O (stereo unspecified) was read as IDE inh 2, MEKK3 PB1 HTS 103, GalR3 antagonist 0, p-CIP stab down -6, M4 PAM 0, CRFR2-BP ag -0.3, IDE act 3, PHOSPHO1 inh -3 and CRFBP-R2 block -3.
For COc1ccc(-c2noc(N3CCC(C(=O)N(C)c4ccccc4)CC3)n2)cc1 the results were IDE inh 5, MEKK3 PB1 HTS 94, p-CIP stab down -1, M4 PAM -5, CRFR2-BP ag 5.4, IDE act 3, PHOSPHO1 inh 20 and CRFBP-R2 block -33.
`COc1cc(NC(=O)Nc2c(C)n(C)n(-c3ccccc3)c2=O)cc(OC)c1OC` gave IDE inh 1, MEKK3 PB1 HTS 103, GalR3 antagonist -5, p-CIP stab down -8, M4 PAM 3, CRFR2-BP ag -0.5, IDE act 3, PHOSPHO1 inh 50 and CRFBP-R2 block 6.
`COc1ccccc1N1CCN(C(=O)c2nn(-c3ccccc3OC)c(=O)c3ccccc23)CC1` gave MEKK3 PB1 HTS 105, GalR3 antagonist 0, p-CIP stab down -4, M4 PAM 7, CRFR2-BP ag 1.0, IDE act -2, PHOSPHO1 inh -31 and CRFBP-R2 block 10.
For Cc1ccc(N(C)S(=O)(=O)c2cccc(C(=O)OCC(=O)N(C)Cc3ccccc3)c2)cc1 the results were GalR3 antagonist -6, M4 PAM -8, CRFR2-BP ag 6.7 and CRFBP-R2 block 14.
CCOc1ccccc1NC(=O)c1cc(=O)[nH]c2ccc(S(=O)(=O)N3CCOCC3)cc12 was read as IDE inh -3, GalR3 antagonist -7, M4 PAM 0, CRFR2-BP ag 0.4, IDE act -3 and CRFBP-R2 block -1.
`O=C(NNc1ccccn1)C(=O)NNS(=O)(=O)c1ccc(F)cc1` gave IDE inh -1, MEKK3 PB1 HTS 107, GalR3 antagonist -4, p-CIP stab down 4, M4 PAM 6, CRFR2-BP ag 0.7, IDE act 4, PHOSPHO1 inh 49 and CRFBP-R2 block -4.
CCN1CCc2c(OCc3ccccc3)cccc2C1=O was read as IDE inh -1, MEKK3 PB1 HTS 106, GalR3 antagonist -7, p-CIP stab down 7, M4 PAM -7, CRFR2-BP ag -9.1, IDE act 6, PHOSPHO1 inh -5 and CRFBP-R2 block 25.
`CCn1c(Cc2ccccc2)nnc1SCC(=O)Nc1ccc2c(c1)OCCO2` gave IDE inh 0, MEKK3 PB1 HTS 103, GalR3 antagonist -7, p-CIP stab down -18, M4 PAM -3, CRFR2-BP ag -4.7, IDE act 10, PHOSPHO1 inh -14 and CRFBP-R2 block -20.
`O=C(COC(=O)C1Cc2ccccc2CN1C(=O)c1ccccc1)Nc1ccc(SC(F)F)cc1` (stereo unspecified) gave IDE inh 3, MEKK3 PB1 HTS 102, GalR3 antagonist -8, p-CIP stab down 5, M4 PAM -4, CRFR2-BP ag 0.9, IDE act 5, PHOSPHO1 inh -42 and CRFBP-R2 block 3.
Screening COc1cc2c(cc1OC)CN(C(=O)C1CCC(=O)N(CCCN3CCOCC3)C1)CC2 (stereo unspecified) returned IDE inh 1, MEKK3 PB1 HTS 102, GalR3 antagonist 3, p-CIP stab down 10, M4 PAM 5, CRFR2-BP ag 3.8, IDE act 4, PHOSPHO1 inh 56 and CRFBP-R2 block 35.
For Cc1ccc(C(C)NC(=O)c2ccc3c(c2)OCCO3)cc1C (stereo unspecified) the results were IDE inh 5, MEKK3 PB1 HTS 105, GalR3 antagonist -5, p-CIP stab down -9, M4 PAM 0, CRFR2-BP ag -1.2, IDE act 2, PHOSPHO1 inh 30 and CRFBP-R2 block -2.
`CC1CN(C(=O)CCC(=O)N2CCN(c3ccccn3)CC2)c2ccccc2O1` (stereo unspecified) gave IDE inh 0, MEKK3 PB1 HTS 99, p-CIP stab down 3, M4 PAM 5, CRFR2-BP ag -5.6, IDE act 6, PHOSPHO1 inh 18 and CRFBP-R2 block 6.
Screening CC1=C(C(=O)OCCC(C)C)C(c2ccc3c(c2)OCO3)NC(=O)N1 (stereo unspecified) returned MEKK3 PB1 HTS 107, GalR3 antagonist -6, p-CIP stab down -16, M4 PAM -3, CRFR2-BP ag -5.2, IDE act -8, PHOSPHO1 inh -21 and CRFBP-R2 block 12.
For Cc1cc(C)c(C#N)c(SCC(=O)Nc2ccccc2C(N)=O)n1 the results were IDE inh 1, MEKK3 PB1 HTS 90, GalR3 antagonist -1, p-CIP stab down 6, M4 PAM 3, CRFR2-BP ag -0.7, IDE act 4, PHOSPHO1 inh 19 and CRFBP-R2 block 12.
Screening O=c1sc(Nc2ccccc2)nc2ccccc12 returned IDE inh 2, MEKK3 PB1 HTS 97, GalR3 antagonist -2, p-CIP stab down -12, M4 PAM -7, CRFR2-BP ag -0.1, IDE act -1, PHOSPHO1 inh -3 and CRFBP-R2 block -1.
For CN(CCCC(=O)Nc1ccccc1F)S(=O)(=O)c1ccc(F)cc1 the results were IDE inh 1, MEKK3 PB1 HTS 99, GalR3 antagonist -8, p-CIP stab down -1, M4 PAM 4, CRFR2-BP ag -0.5, IDE act 0, PHOSPHO1 inh 22 and CRFBP-R2 block -2.
Screening O=C(CCCNC(=O)c1ccc(Cl)cc1)Nc1ccc(Br)cc1 returned IDE inh -6, MEKK3 PB1 HTS 99, GalR3 antagonist -10, p-CIP stab down -8, M4 PAM -3, CRFR2-BP ag -2.5, IDE act 4, PHOSPHO1 inh 24 and CRFBP-R2 block 8.
`Cc1ccccc1NC(=O)Nc1cc(-c2ccccc2)nn1C` gave IDE inh 4, MEKK3 PB1 HTS 104, GalR3 antagonist -1, p-CIP stab down -18, M4 PAM 4, CRFR2-BP ag -0.7, IDE act 2, PHOSPHO1 inh 27 and CRFBP-R2 block 2.
For O=C(Nc1ccc2snnc2c1)Nc1cccc2ccccc12 the results were IDE inh -2, MEKK3 PB1 HTS 108, GalR3 antagonist -4, p-CIP stab down 3, M4 PAM -5, CRFR2-BP ag 1.9, IDE act 3, PHOSPHO1 inh 12 and CRFBP-R2 block -6.
Screening COc1ccc([N+](=O)[O-])cc1NC(=O)c1ccc(Br)s1 returned IDE inh 3, MEKK3 PB1 HTS 98, GalR3 antagonist -3, p-CIP stab down 1, M4 PAM 0, CRFR2-BP ag 0.5, IDE act 2, PHOSPHO1 inh -58 and CRFBP-R2 block -7.
`Cc1ccc(C2CC(=O)N3CN(Cc4ccco4)CSC3=C2C#N)cc1` (stereo unspecified) gave IDE inh 4, MEKK3 PB1 HTS 106, GalR3 antagonist -6, p-CIP stab down -3, M4 PAM -11, CRFR2-BP ag -4.5, IDE act -3, PHOSPHO1 inh 76* and CRFBP-R2 block -11.
`Cc1ccc(-n2cnnn2)c(S(=O)(=O)N2CCOCC2)c1` gave IDE inh 3, MEKK3 PB1 HTS 101, GalR3 antagonist 0, p-CIP stab down 4, M4 PAM -2, CRFR2-BP ag 2.4, IDE act 3, PHOSPHO1 inh -31 and CRFBP-R2 block -13.
`O=C(NCCC(=O)N1CCCCCCC1)c1ccc(Br)cc1` gave IDE inh -2, GalR3 antagonist -4, M4 PAM 4, CRFR2-BP ag 2.1, IDE act 6 and CRFBP-R2 block -8.
Screening COC(=O)c1ccc(N=Cc2c(C(F)(F)F)[nH]n(C)c2=O)cc1 returned IDE inh -6, MEKK3 PB1 HTS 112, GalR3 antagonist -4, p-CIP stab down 7, M4 PAM 1, CRFR2-BP ag -0.6, IDE act -1, PHOSPHO1 inh 40 and CRFBP-R2 block 2.
`COc1cccc(S(=O)(=O)N2CCN(c3ccccc3F)CC2)c1` gave IDE inh 1, MEKK3 PB1 HTS 102, GalR3 antagonist -1, p-CIP stab down -11, M4 PAM -5, CRFR2-BP ag 2.0, IDE act 7, PHOSPHO1 inh 22 and CRFBP-R2 block 5.
Screening CC1CCCN(C(=O)C2CC(=O)N(c3ccc(Cl)cc3)C2)C1 (stereo unspecified) returned IDE inh 0, MEKK3 PB1 HTS 94, GalR3 antagonist -8, p-CIP stab down -19, M4 PAM -6, CRFR2-BP ag 2.4, IDE act 3, PHOSPHO1 inh 24 and CRFBP-R2 block 2.
For Cc1nnsc1-c1c(C(=O)O)c(C)nn1-c1ccc(OC(F)(F)F)cc1 the results were IDE inh 3, MEKK3 PB1 HTS 97, GalR3 antagonist -6, p-CIP stab down -3, M4 PAM -5, CRFR2-BP ag 0.6, IDE act 4, PHOSPHO1 inh 33 and CRFBP-R2 block 0.
CCOc1ccc(NS(=O)(=O)c2ccc(NS(=O)(=O)c3ccccc3)cc2)cc1 was read as IDE inh -3, MEKK3 PB1 HTS 103, GalR3 antagonist -3, p-CIP stab down -6, M4 PAM -1, CRFR2-BP ag 7.0, IDE act 12, PHOSPHO1 inh 7 and CRFBP-R2 block -35.
For O=C(Nc1ccc(C(=O)N2CCCC2)cc1)c1ccccc1Br the results were IDE inh -2, MEKK3 PB1 HTS 101, GalR3 antagonist -2, p-CIP stab down -3, M4 PAM 5, CRFR2-BP ag -0.3, IDE act 1, PHOSPHO1 inh 32 and CRFBP-R2 block 13.
Screening Cc1nnc(SCC(=O)NNC(=O)c2ccccc2)n1Cc1ccccc1 returned IDE inh 1, GalR3 antagonist -6, M4 PAM 5, CRFR2-BP ag 1.4, IDE act -2 and CRFBP-R2 block -2.
For CC(C)N1C(=O)CCC1C(=O)NCCc1ccccc1 (stereo unspecified) the results were IDE inh -2, MEKK3 PB1 HTS 84, GalR3 antagonist -4, p-CIP stab down -6, M4 PAM 0, CRFR2-BP ag -0.4, IDE act 1, PHOSPHO1 inh 26 and CRFBP-R2 block -17.
For CCCCN1C(N)=NC[C@H]1Cc1ccc(O)cc1 the results were IDE inh -3, MEKK3 PB1 HTS 106, GalR3 antagonist 1, p-CIP stab down 16, M4 PAM 5, CRFR2-BP ag -0.6, IDE act 4, PHOSPHO1 inh -26 and CRFBP-R2 block -1.
CN(C)c1ccc(Nc2ccc([N+](=O)[O-])cn2)cc1 was read as IDE inh -2, MEKK3 PB1 HTS 98, GalR3 antagonist -8, p-CIP stab down 3, M4 PAM -5, CRFR2-BP ag -0.1, IDE act 8, PHOSPHO1 inh 30 and CRFBP-R2 block 12.
Cc1noc(NS(=O)(=O)c2ccc(NC(=O)CSc3nnc(-c4ccccc4)n3C3CCCCC3)cc2)c1C was read as IDE inh 4, MEKK3 PB1 HTS 97, GalR3 antagonist -7, p-CIP stab down -4, M4 PAM 14, CRFR2-BP ag -2.3, IDE act -1, PHOSPHO1 inh 12 and CRFBP-R2 block 21.
Screening COc1ccc(S(=O)(=O)N2CCCCC2)cc1NC(=O)CNc1ccc(F)cc1C returned IDE inh 0, GalR3 antagonist -5, M4 PAM 14, CRFR2-BP ag -0.7, IDE act 7 and CRFBP-R2 block 10.

No new results follow: an excerpt of the list.
Screening Cc1nnc(SCC(=O)NNC(=O)c2ccccc2)n1Cc1ccccc1 returned IDE inh 1, GalR3 antagonist -6, M4 PAM 5, CRFR2-BP ag 1.4, IDE act -2 and CRFBP-R2 block -2.
For CC(C)N1C(=O)CCC1C(=O)NCCc1ccccc1 (stereo unspecified) the results were IDE inh -2, MEKK3 PB1 HTS 84, GalR3 antagonist -4, p-CIP stab down -6, M4 PAM 0, CRFR2-BP ag -0.4, IDE act 1, PHOSPHO1 inh 26 and CRFBP-R2 block -17.
For CCCCN1C(N)=NC[C@H]1Cc1ccc(O)cc1 the results were IDE inh -3, MEKK3 PB1 HTS 106, GalR3 antagonist 1, p-CIP stab down 16, M4 PAM 5, CRFR2-BP ag -0.6, IDE act 4, PHOSPHO1 inh -26 and CRFBP-R2 block -1.

Bioassay records as filed in PubChem.
